UPR CHOP act = activators of apoptotic arm of unfolded protein response (CHOP) | CHO-CHOP luciferase reporter, UPR activation, luminescence; percent of tunicamycin response over DMSO baseline | activation, % at 10 µM | 330,000 tested, 0.34% active;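 active means at 10 µM dose, activation of 40% or more, normalized to positive control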;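 further: 100% = tunicamycin at 10 µg/mL and 0% = DMSO alone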
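measured by = luciferase luminescence | assay system = CHO-CHOP cells, stable luciferase reporter of PERK-eIF2a-CHOP signalling | amount = 500 reporter cells seeded per well | timing = 6 h compound exposure at 37 °C after overnight seeding | controls = positive tunicamycin 10 µg/mL, negative DMSO alone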
tim23-1 inh = tim23-1 yeast growth inhibition. 330,000 tested, 1.3% active. S. cerevisiae tim23-1 growth, BacTiter-Glo luminescence, 24 h. AID 463212. inhibition, % at 20 µM;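 active means growth inhibition of the mutant yeast at or above 50%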;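 further: temperature-sensitive mutant grown at 25 °C; plate controls were DMSO-treated mutant yeast for no effect and medium wells lacking yeast for full effect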
NLRP3 yeast inh = blocks the NALP3 inflammasome reconstituted in yeast; Yeast reconstituted NLRP3/ASC/caspase-1, beta-gal luminescence, 24 h; 330,000 tested, 0.39% active; inhibition, % at 10 µM;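 active means inhibition of 50% or more; inactive means inhibition below 50%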;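 further: plate controls were induced DMSO wells for no effect and uninduced yeast grown without galactose for full effect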
APJ agonist = activates the human apelin receptor APJ; P35414; activation, % at 20 µM; 330,000 tested, 0.11% active; CHO-K1 APJ PathHunter beta-arrestin, luminescence; 0% DMSO wells, 100% apelin;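 active means activation more than six SD over the plate average, tested at 20 µM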;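 further: 0% = DMSO alone and 100% = apelin-13 at 10 nM; some results filed as inactive read as strong as hits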
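Test system: CHO-K1 APJ beta-arrestin complementation cell line. Amount: cell density 1000 per well. Controls: DMSO negative, 10 nM Apelin-13 positive. Signal: luminescent beta-gal fragment complementation, chemiluminescent substrate. Read-out basis: agonist-driven arrestin binding to APJ. Timing: compound stimulation 90 min at 25 °C, detection 60 min.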
GRIN3A LBD mod = modulators (binders) of human NR3A ligand-binding domain | NR3A LBD differential scanning fluorimetry, Tm shift; 0% = protein alone, 100% = glycine-bound protein | Tm shift relative to glycine control, % at 25 µM | AID 1259313 | 340,000 tested, 2.5% active;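 active means melting temperature shift of at least 10% of the positive control shift, at one fixed dose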
tim10-1 inh = inhibits growth of tim10-1 mutant yeast | S. cerevisiae tim10-1 ts strain growth, BacTiter-Glo, 24 h | inhibition, % at 20 µM | 330,000 tested, 2.2% active;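 active means inhibition of at least 40%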;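 further: mutant grown at 25 °C; 0% = DMSO wells with yeast and 100% = wells holding no yeast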
XBP1 UPR activ = activators of adaptive arm of unfolded protein response (XBP1). CHO-XBP1 luciferase reporter, IRE1-XBP1 UPR activation, luminescence; percent of tunicamycin response, DMSO as zero. activation, % at 20 µM. 330,000 tested, 0.33% active;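 active means versus positive control, 20 µM dose yields 30% or more activation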;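 further: 100% = tunicamycin at 10 µg/mL and 0% = DMSO only wells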
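Assay system: CHO-XBP1 luciferase reporter cells; Schedule: 6 h treatment, 37 °C; Detection: glow luminescence from Steady-Glo reagent; Benchmarks: high control tunicamycin 10 µg/mL final, low control DMSO vehicle only.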
Mdm2-MdmX inh = human Mdm2/MdmX binding inhibition; O15151+Q00987; SaOS-2 split-luciferase Mdm2/MdmX complementation, luminescence; inhibition, % at 8 µM; 330,000 tested, 3% active; AID 485346;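 active means inhibition of at least 50% at 8 µM in the primary screen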
Target sequence (O15151 whole entry, looked up): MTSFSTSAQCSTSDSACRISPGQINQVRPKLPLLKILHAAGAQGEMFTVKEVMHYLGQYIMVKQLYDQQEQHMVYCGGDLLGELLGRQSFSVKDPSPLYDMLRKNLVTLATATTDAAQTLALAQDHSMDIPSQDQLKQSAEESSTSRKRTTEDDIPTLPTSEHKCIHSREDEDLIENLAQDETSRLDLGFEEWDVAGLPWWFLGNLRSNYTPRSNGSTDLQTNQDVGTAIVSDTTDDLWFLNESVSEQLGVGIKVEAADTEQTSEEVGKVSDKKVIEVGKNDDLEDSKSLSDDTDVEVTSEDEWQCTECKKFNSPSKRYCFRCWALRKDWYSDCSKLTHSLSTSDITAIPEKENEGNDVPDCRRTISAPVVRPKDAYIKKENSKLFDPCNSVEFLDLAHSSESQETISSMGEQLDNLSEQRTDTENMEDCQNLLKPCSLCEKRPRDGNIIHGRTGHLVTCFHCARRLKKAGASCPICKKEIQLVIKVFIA
Target sequence (Q00987 whole entry, looked up): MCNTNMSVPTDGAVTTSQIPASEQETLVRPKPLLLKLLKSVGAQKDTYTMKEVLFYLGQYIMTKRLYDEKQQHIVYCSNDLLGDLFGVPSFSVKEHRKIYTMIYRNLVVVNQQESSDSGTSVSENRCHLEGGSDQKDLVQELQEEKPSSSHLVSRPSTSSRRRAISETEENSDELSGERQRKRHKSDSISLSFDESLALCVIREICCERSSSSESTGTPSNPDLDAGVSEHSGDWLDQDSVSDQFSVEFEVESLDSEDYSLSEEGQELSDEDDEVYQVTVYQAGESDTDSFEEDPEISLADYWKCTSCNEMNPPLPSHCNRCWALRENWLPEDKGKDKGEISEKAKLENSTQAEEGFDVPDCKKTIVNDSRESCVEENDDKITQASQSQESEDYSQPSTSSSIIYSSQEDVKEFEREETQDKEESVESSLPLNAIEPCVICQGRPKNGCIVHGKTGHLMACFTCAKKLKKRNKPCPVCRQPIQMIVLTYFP
TIM10 inh = TIM10 yeast growth inhibition; 330,000 tested, 1.4% active; S. cerevisiae TIM10 strain growth, BacTiter-Glo luminescence, 24 h; inhibition, % at 10 µM;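 active means inhibition of 40% or more at the single tested concentration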;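 further: wild-type TIM10 isogenic control strain grown at permissive 25 °C; 0% = DMSO yeast wells and 100% = minimal medium wells without yeast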
Numbers without * were called inactive.

SMILES	UPR CHOP act	tim23-1 inh	NLRP3 yeast inh	APJ agonist	GRIN3A LBD mod	tim10-1 inh	XBP1 UPR activ	Mdm2-MdmX inh	TIM10 inh
NNC(=O)c1nc(-c2ccccc2)n2c1CCCCC2	-0.2	27	8	-2	-1	23	2	-1	29
C[C@H](CO)N1C[C@H](C)[C@@H](CN(C)C(=O)Nc2ccc(C(F)(F)F)cc2)Oc2c(NC(=O)C3CCCCC3)cccc2C1=O	-0.3	-2	2	-3	-6	1	-6	5	7
Cc1ccc(C(=O)N=c2sccn2C)cc1C	3.5	24	34	5	-2	-16	2	-77	20
CC(=O)Nc1ccc(NC(=O)C2CCN(S(=O)(=O)c3cccc4nonc34)CC2)cc1	-1.5	-1	15	-2	-4	-5	-2	-13	-4
Cc1cccn2c(=O)nc(SCC(=O)NC3CCCC3)nc12	-0.9	-12	8	-4	-1	1	-1	9	-1
N[C@@H](Cc1cc(I)c(O)c(I)c1)C(=O)O	1.4	8	17	-5	-4	6	-9	0	-8
O=C(COC(=O)c1ccc(O)cc1)Nc1ccc(Cl)cc1	1.7	-12	12	-4	-5	-13	-1	7	-9
CCN(C(=O)CCS(=O)(=O)c1cccc2nonc12)c1ccc(C)c(C)c1	0.5	21	10	1	0	-2	-4	1	23
O=C(CCS(=O)(=O)c1ccccc1)Nc1ccc(-c2nc3ccccc3s2)c(O)c1	7.7	-36	-7	-3	15*	-1	-2	-34	-36
CCc1cc2c(NCC3CCCO3)nc(C)nc2s1 (stereo not drawn)	-2.1	15	8	-2	1	24	-4	2	10
Cc1ccc(NC(=S)NCc2ccc3c(c2)OCO3)c(C)c1	-0.9	17	10	-5	4	22	2	10	17
O=C(CCC(NC(=O)OCc1ccccc1)C(=O)OCC(=O)N1CCCCC1)OCC(=O)N1CCCCC1 (stereo not drawn)	-3.4	8	-5	-3	-3	10	-1	-3	14
Cc1cccc(C)c1Nc1c(-c2ccccn2)nc2ccccn12	8.4	22	22	-4	-1	23	4	77*	17
COc1ccc(C(=O)C2CCCN(C(=O)C3CCOCC3)C2)cc1OC (stereo not drawn)	-0.8	0	24	1	5	18	-1	-3	-6
CCOC(=O)N1CCN(C(=O)c2cc(-c3ccc(OCC)cc3)nc3ccccc23)CC1	2.2	27	11	1	10	34	7	19	21
CC(C)CC1Nc2ncnc(N3CCN(c4ccccc4)CC3)c2N(Cc2ccccc2)C1=O (stereo not drawn)	0.5	38	8	1	0	27	1	32	14
Cc1ccc(S(=O)(=O)NNC(=O)CC#N)cc1	-0.4	3	7	-4	-1	-6	-2	-4	-8
Nc1nc2c(nc(N3CCCCC3)n2[C@@H]2O[C@H](CO)[C@@H](O)[C@H]2O)c(=O)[nH]1	-0.7	-3	12	0	-1	11	3	-16	-16
CCOc1ccc(OCCOCCNCCOC)cc1	-0.9	-5	5	-3	-7	-3	-1	-11	6
CC(C)NC(=S)Nc1ccc(S(=O)(=O)Nc2ncccn2)cc1	2.0	-1	5	-3	-1	1	-4	-33	10
COc1cc(NC(=O)c2ccccc2)c(C)cc1NC(=O)CC(CC(=O)O)c1ccccc1 (stereo not drawn)	-0.7	16	15	-1	1	16	-2	20	-6
CCOC(=O)N1CCC(NC(=O)c2cc3c(=O)n(C)c4ccccc4c3n2C)CC1	-0.7	22	1	-2	0	18	1	6	9
CCOC(=O)c1c(C)n(C)c2cc(Br)c(OC)cc12	-1.6	31	16	-3	11*	25	0	-3	13
CCCCCCC(=O)N1CCCC(c2nc(-c3cccc(OC)c3)no2)C1 (stereo not drawn)	-0.6	25	-6	-1	1	-4	1	-31	8
O=C(O)CCC(=O)N1N=C(c2ccc(Br)cc2)CC1c1cccs1 (stereo not drawn)	0.1	12	-8	0	0	-3	-2	-32	2
CCOC(=O)c1sc2c(c1C)c(=O)n(CCO)c(=O)n2Cc1ccccc1	-1.0	39	18	-5	-3	35	6	-1	-3
O=C(Nc1ccc2c(c1)OCCO2)C(=O)NC1CC1	2.1	4	23	-3	-2	-9	-9	-26	6
COc1ccc(C(=O)N2CCCCC2)cc1S(=O)(=O)Nc1ccccc1	-1.3	7	13	2	2	7	-3	14	10
CCOc1cc(/C=N/NC(=O)CN2CCOCC2)ccc1OCc1ccccc1	-0.1	15	14	3	-3	18	0	-17	-1
O=C(CN1CCC(NC(=O)c2cccc(F)c2)CC1)NCc1cccs1	-2.4	-4	16	2	0	10	-1	2	-8
COc1ccc(CNC(=O)C(c2ccco2)N(C(=O)Cc2cccs2)c2cccnc2)cc1 (stereo not drawn)	0.4	14	6	-3	-2	-7	-5	12	15
CCc1ccc(NC(=O)CSc2n[nH]c(C)c2[N+](=O)[O-])cc1	3.6	-2	7	3	-5	-1	1	-1	-6
COCC(=O)N1CCC(Oc2ccc(C(=O)N3CCCCC3COC)cc2)CC1 (stereo not drawn)	3.7	4	10	7	2	-11	-3	2	4
Cc1ccc([N+](=O)[O-])cc1NC(=S)NCCc1ccccc1	-2.7	35	11	4	-4	36	-1	30	34
Cc1ccc(S(=O)(=O)N2CCC(C(=O)OCC(=O)N3CC(C)CC(C)C3)CC2)cc1C (stereo not drawn)	3.1	20	21	1	-1	19	1	36	7
COc1ccc(OC)c(C(=O)NC(CC(N)=O)c2ccc(N3CCC(N4CCCCC4)CC3)c([N+](=O)[O-])c2)c1 (stereo not drawn)	0.7	-2	24	-1	-1	9	-1	9	1
CCOC(=O)C1=C(c2ccccc2)Nc2c(c(=O)n(C)c(=O)n2C)C1c1ccc(O)c(OC)c1 (stereo not drawn)	0.4	16	19	-5	-1	25	-1	-2	20
C=CCN(CC=C)S(=O)(=O)c1ccc(NC(=S)NC(=O)C2CC2)cc1	-1.2	41	-3	-1	-13	39	-7	19	27
Cn1cc(S(=O)(=O)N2CCN(C(=O)c3ccco3)CC2)c(=O)n(C)c1=O	1.0	-6	-8	1	-2	6	0	-23	-3
N=c1c2c3c(sc2ncn1N)CCCCC3	-0.4	-6	4	-2	-1	-2	0	26	-22
CC(=O)Cc1nsc(NC(=O)c2ccc(-c3cc(Cl)ccc3Cl)o2)n1	-3.4	31	14	-3	-1	20	-1	32	25
Cc1cccc(N2CCN(S(=O)(=O)c3cc4c(cc3Cl)NC(=O)CO4)CC2)c1C	0.2	-6	3	-2	-1	-10	-5	24	-9
CN1CCN(S(=O)(=O)c2ccc(NS(=O)(=O)c3ccccc3)cc2)CC1	1.1	17	-9	0	2	3	-2	-3	-3
COc1ccc(CCN(/C=C2\Sc3ccccc3C2=O)C(C)=O)cc1OC	-1.2	50*	1	3	-1	15	1	20	21
CCNc1nc(NCC)nc(NS(=O)(=O)c2ccc(N)cc2)n1	-0.4	5	25	-1	0	-8	-3	-2	13
Cc1ccc(SC(=O)COc2ccccc2C)cc1	3.8	27	11	9	5	12	49*	35	20
O=C(Oc1c(-c2ccccc2Cl)oc2ccccc2c1=O)c1ccc(Cl)cc1	2.9	33	10	-6	8	12	0	67*	22
O=C(NCC1CCCO1)c1onc(CSc2ccccc2)c1C(=O)O (stereo not drawn)	1.4	13	13	8	1	-1	0	24	-2
CSc1nnc2c(n1)OC(C)N(C(=O)c1ccccc1)c1ccccc1-2 (stereo not drawn)	3.2	4	5	-4	0	9	2	-72	9
CC1CCC2(CC1)NC(=O)N(CC(=O)c1ccc(CNC(=O)C(C)(C)C)s1)C2=O (stereo not drawn)	-1.6	-8	4	0	0	-11	-3	11	9
O=C(CCSCCC(=O)NCc1ccccc1)NCc1ccccc1	0.2	-8	9	2	-3	-6	-5	6	6
CC(C)(CO)NCC(O)Cn1cc(C=O)c2ccccc21 (stereo not drawn)	0.1	-2	5	-2	0	6	-3	8	10
CC(C)C(Nc1ccc(S(=O)(=O)N2CCOCC2)cc1[N+](=O)[O-])C(=O)O (stereo not drawn)	1.5	2	2	-2	1	22	-3	0	-16
CCN1CCN(CC(=O)Nc2ccc(OC(F)(F)F)cc2)CC1	-0.2	-8	7	0	-2	31	-4	5	-9
CC1=C(C(=O)Nc2ccccc2C(=O)NCc2ccccc2)SCCO1	-3.0	19	13	-5	0	30	-1	-1	12
CCN(CC)CC#CCC(O)(c1ccccc1)C1CCCCC1 (stereo not drawn)	0.6	9	22	-1	-1	-2	-6	18	0
NC(=O)c1nsc(C(=O)N(CC(=O)NC2CCCC2)c2cccc(C(F)(F)F)c2)c1N	0.3	16	6	1	-1	22	0	-3	-9
Cc1cc(C)cc(-n2nnnc2-c2cn(C)nc2C(F)(F)F)c1	-2.1	17	6	-3	0	12	-3	-9	-2
COc1ccc(CCNc2oc(Cc3ccccc3)nc2C#N)cc1OC	-1.9	14	9	2	7	-4	-4	-2	4
COc1cccc(C2Nc3ccccc3C(=O)N2c2ccc(F)cc2)c1O (stereo not drawn)	7.6	23	-1	-5	1	4	-4	-14	15

More entries:
SMILES	UPR CHOP act	tim23-1 inh	NLRP3 yeast inh	APJ agonist	GRIN3A LBD mod	tim10-1 inh	XBP1 UPR activ	Mdm2-MdmX inh	TIM10 inh
O=C(COC(=O)c1cccc(S(=O)(=O)NCc2ccccc2)c1)c1ccccc1	2.1	12	2	2	-7	15	0	25	14
Cc1ccc(S(=O)(=O)N[C@@H](CC(C)C)C(=O)N2CCC(C(=O)N[C@H](C(=O)O)C(C)C)CC2)cc1	-0.6	-1	2	-2	-2	-1	-3	2	8
Cc1nc(Nc2ccccc2)sc1-c1ccccc1	6.6	49	18	-1	-9	54*	0	-270	63*
CSc1nc2[nH]c3c(c2c2ncnn12)CCCC3	-3.5	26	9	4	-1	36	1	2	12
O=S(=O)(Nc1nc2ccccc2nc1Cl)c1cccc(C(F)(F)F)c1	-0.8	25	17	-1	-2	21	0	6	-12
CSc1ccc(Cl)c(C(=O)OCC(=O)N2CC(C)OC(C)C2)c1 (stereo not drawn)	-1.7	12	3	-2	1	13	-1	15	-11
CCCN1CCN(C2CCCCC2NS(=O)(=O)c2ccccc2)CC1 (stereo not drawn)	-0.3	1	7	-1	-1	-10	-6	6	2
Cc1c(C(=O)N2CCCC2)oc2c1-c1nn(CC(=O)NCCCN3CCCCC3)cc1CC2	-1.1	2	7	0	1	5	-4	-2	-4

Structural class, the entries above with a nitro group on carbon
SMILES	UPR CHOP act	tim23-1 inh	NLRP3 yeast inh	APJ agonist	GRIN3A LBD mod	tim10-1 inh	XBP1 UPR activ	Mdm2-MdmX inh	TIM10 inh
CCc1ccc(NC(=O)CSc2n[nH]c(C)c2[N+](=O)[O-])cc1	3.6	-2	7	3	-5	-1	1	-1	-6
Cc1ccc([N+](=O)[O-])cc1NC(=S)NCCc1ccccc1	-2.7	35	11	4	-4	36	-1	30	34
COc1ccc(OC)c(C(=O)NC(CC(N)=O)c2ccc(N3CCC(N4CCCCC4)CC3)c([N+](=O)[O-])c2)c1 (stereo not drawn)	0.7	-2	24	-1	-1	9	-1	9	1
CC(C)C(Nc1ccc(S(=O)(=O)N2CCOCC2)cc1[N+](=O)[O-])C(=O)O (stereo not drawn)	1.5	2	2	-2	1	22	-3	0	-16

Screens as filed in PubChem.
